Bioassay records: PubChem BioAssay, National Center for Advancing Translational Sciences (NCATS)
GLS inh – qHTS for Inhibitors of Glutaminase (GLS). Potency, µM (doses to about 45.5 µM), for inactives: top-dose activity change, negative = inhibition, most hits filed as inhibitors. 0.21% of 410,000 active. GLS enzymatic activity, qHTS titration; note: potency is the fitted concentration of half-maximal effect; % is set by controls: 0 for no effect and ±100 for the full control effect
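Compounds were pin-transferred onto hKGA, after which L-glutamine (1 mM solution) and a detection mix of glutamate oxidase, HRP and Amplex Red were added. Initial and 30 min RT fluorescence reads were collected.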
PI4K2A inh – qHTS for small molecular inhibitors of PI4K2A | AID 1346378, 2018 | Phosphatidylinositol 4-kinase type 2-alpha (Homo sapiens), Q9BTU6 | activity change, negative = inhibition, % at 76.9 µM | purified PI4K2A, ADP-Glo luminescence, 1 h; hits give low values | 0.13% of 420,000 active; in the data active = activity change below about -50%; inconclusive = mostly about -30% to -49%;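 note: -100% = wells without enzyme as full effect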
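Compounds are screened against recombinant PI4K2A using PI as substrate and ATP, the latter dispensed at 300 microM. Reactions run one hour at ambient temperature before ADP-Glo detection; full inhibition defined by wells lacking enzyme.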
JMJD2A Tudor – qHTS Assay for Inhibitors of JMJD2A-Tudor Domain | Lysine-specific demethylase 4A (Homo sapiens), O75164 | AlphaScreen JMJD2A-Tudor / H3K4me3 peptide binding | Potency, µM (doses to about 114 µM), without a hit: at the highest dose activity change, negative = inhibition, hits mostly inhibitors | 4.4% of 390,000 active | AID 504339, 2011; note: potency is the fitted concentration of half-maximal effect; % is set by controls: 0 for no effect and ±100 for the full control effect; nearly all actives have a fitted effect of over 50% in size
Tb PGK inh – qHTS Assay to Find Inhibitors of Phosphoglycerate Kinase; Phosphoglycerate kinase, glycosomal (Trypanosoma brucei brucei), P07378; PGK/GAPDH coupled, Kinase-Glo luminescence, 60 min; Potency, µM (top dose mostly 57.5 µM), for the others: at the highest dose activity change, negative = inhibition, most hits filed as inhibitors; 0.043% of 380,000 active; note: potency is the fitted concentration of half-maximal effect; % is set by controls: 0 for no effect and ±100 for the full control effect; nearly all actives have a fitted effect of over 60% in size
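Luminescent ATP detection (Kinase-Glo Plus) follows a 60-minute room-temperature incubation, with wells lacking PGK as controls. Buffer: 100 mM TEA (pH 7.6), 5 mM MgCl2, 0.01% Tween-20. Coupling enzyme GAPDH (100 nM final) supplies unstable 1,3-BPG in-well.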
BAZ2B inh – qHTS Assay for Inhibitors of BAZ2B | AID 504333, 2011 | Bromodomain adjacent to zinc finger domain protein 2B (Homo sapiens), Q9UIF8 | Potency, µM (titrated, usually from 114 µM), without a hit: at the top dose activity change, negative = inhibition, hits mostly inhibitors | AlphaScreen BAZ2B-H3K14Ac peptide displacement | 4.4% of 360,000 active; note: potency is the fitted concentration of half-maximal effect; % is set by controls: 0 for no effect and ±100 for the full control effect; nearly all actives have a fitted effect of over 60% in size
Target sequence (Q9UIF8 whole entry, looked up, the tested form may be a part): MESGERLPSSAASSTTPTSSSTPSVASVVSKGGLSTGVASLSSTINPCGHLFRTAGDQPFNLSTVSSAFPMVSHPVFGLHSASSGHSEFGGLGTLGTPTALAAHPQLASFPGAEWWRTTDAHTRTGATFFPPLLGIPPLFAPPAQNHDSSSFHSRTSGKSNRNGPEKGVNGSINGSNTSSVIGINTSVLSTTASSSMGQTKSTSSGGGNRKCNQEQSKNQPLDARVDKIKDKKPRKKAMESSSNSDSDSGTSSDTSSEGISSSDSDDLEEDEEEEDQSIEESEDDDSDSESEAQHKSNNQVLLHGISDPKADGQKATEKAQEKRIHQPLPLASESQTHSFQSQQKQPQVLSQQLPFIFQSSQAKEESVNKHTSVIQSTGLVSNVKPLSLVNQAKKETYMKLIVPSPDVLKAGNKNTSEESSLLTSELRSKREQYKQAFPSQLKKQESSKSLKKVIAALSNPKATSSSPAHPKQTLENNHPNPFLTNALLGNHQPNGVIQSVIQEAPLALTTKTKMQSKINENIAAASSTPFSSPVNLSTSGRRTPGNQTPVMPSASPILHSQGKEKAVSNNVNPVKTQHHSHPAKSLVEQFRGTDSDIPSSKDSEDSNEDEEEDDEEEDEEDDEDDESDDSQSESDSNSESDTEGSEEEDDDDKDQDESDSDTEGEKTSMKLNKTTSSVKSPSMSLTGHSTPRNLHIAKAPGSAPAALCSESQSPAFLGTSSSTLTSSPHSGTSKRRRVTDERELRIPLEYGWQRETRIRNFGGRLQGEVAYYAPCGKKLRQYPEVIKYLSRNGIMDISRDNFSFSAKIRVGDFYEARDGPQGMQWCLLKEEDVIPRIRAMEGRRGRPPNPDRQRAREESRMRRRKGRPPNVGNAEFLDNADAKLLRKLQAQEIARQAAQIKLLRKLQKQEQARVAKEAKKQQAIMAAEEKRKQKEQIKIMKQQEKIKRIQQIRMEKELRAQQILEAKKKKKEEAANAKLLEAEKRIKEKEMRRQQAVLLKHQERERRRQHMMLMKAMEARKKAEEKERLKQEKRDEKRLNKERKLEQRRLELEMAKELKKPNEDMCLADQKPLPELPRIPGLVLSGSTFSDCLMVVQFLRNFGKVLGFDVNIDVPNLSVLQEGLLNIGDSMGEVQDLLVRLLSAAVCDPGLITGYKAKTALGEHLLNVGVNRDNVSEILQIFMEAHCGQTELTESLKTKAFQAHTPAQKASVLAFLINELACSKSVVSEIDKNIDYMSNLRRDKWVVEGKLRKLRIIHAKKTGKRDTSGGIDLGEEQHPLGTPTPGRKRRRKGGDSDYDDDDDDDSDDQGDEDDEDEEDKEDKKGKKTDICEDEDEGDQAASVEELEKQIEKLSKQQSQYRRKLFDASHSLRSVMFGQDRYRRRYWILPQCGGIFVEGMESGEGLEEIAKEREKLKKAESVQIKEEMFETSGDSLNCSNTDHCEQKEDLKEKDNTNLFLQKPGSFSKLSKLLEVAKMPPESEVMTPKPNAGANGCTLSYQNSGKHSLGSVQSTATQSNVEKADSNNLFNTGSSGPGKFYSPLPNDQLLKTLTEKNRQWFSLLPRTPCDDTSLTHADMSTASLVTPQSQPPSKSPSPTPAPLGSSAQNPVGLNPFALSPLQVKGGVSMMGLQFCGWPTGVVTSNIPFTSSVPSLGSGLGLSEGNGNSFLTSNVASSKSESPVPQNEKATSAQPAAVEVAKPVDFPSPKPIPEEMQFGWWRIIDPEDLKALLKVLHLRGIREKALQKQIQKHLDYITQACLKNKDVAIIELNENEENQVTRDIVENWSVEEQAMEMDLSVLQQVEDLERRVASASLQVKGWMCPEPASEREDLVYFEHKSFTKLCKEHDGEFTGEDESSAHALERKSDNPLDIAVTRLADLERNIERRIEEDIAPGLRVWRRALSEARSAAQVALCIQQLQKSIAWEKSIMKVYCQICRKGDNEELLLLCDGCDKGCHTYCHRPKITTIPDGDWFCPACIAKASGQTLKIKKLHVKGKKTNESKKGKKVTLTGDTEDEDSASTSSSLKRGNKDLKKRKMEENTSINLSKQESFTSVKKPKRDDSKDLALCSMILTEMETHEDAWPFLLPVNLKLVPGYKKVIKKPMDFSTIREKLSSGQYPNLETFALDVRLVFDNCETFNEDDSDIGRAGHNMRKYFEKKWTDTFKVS
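AlphaScreen luminescence quantifies BAZ2B engagement of H3K14Ac peptide; the protein and biotinylated peptide are both at 50 nM final, buffer PBS pH 7.4 with 0.01% Tween-20, all steps at room temperature.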
G9a inh – qHTS Assay for Inhibitors of Histone Lysine Methyltransferase G9a; Histone-lysine N-methyltransferase EHMT2 (Homo sapiens), Q96KQ7; Potency, µM (doses to about 102 µM), for the others: at the top dose activity, negative = inhibition, hits mostly inhibitors; AID 504332, 2011; 8.8% of 350,000 active; G9a H3K9 monomethylation, AlphaScreen, 2 h; note: potency is the fitted concentration of half-maximal effect; % is set by controls: 0 for no effect and ±100 for the full control effect; nearly all actives have a fitted effect of over 75% in size
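AlphaScreen read-out: biotin-H3K9 peptide (500 nM) methylation by 20 nM enzyme with 20 uM SAM, 2 h at room temperature after 15 min compound preincubation; anti-monomethyl H3K9 antibody plus donor/acceptor beads, 10 min dark.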
Pol eta inh – qHTS for Inhibitors of Polymerase Eta. DNA polymerase eta (Homo sapiens), Q9Y253. recombinant Pol eta, fluorescent DNA replication assay. Potency, µM (series often up to 114 µM), inactives show top-dose activity change, negative = inhibition, usual class: inhibitors. 1.2% of 390,000 active; note: potency is the fitted concentration of half-maximal effect; % is set by controls: 0 for no effect and ±100 for the full control effect
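Fluorescent replication assay: 50 nM final substrate added after a 15 min room-temperature compound preincubation with 10 nM enzyme. Signal taken at 0 min and again at 10 min.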
Pin1 inhibitor – qHTS Assay to Find Inhibitors of Pin1 | 0.009% of 390,000 active | Pin1 FP peptide displacement, HiFluor488, 10 min | Peptidyl-prolyl cis-trans isomerase NIMA-interacting 1 (Homo sapiens), Q13526 | Potency, µM (doses to about 115 µM), for inactives: top-dose activity, negative = inhibition, hits mostly inhibitors; active = well fitted inhibition curve with a large enough effect in the polarisation, with a control signal flat, not every such curve was filed as active; inconclusive = small, poorly fitted or top-dose-only effect, or effect the other way, or a change in a side signal; inactive = no such curve, though single readings can be large or run the other way; the % refers to the polarisation; note: potency is the fitted concentration of half-maximal effect; % is set by controls: 0 for no effect and ±100 for the full control effect
HP1b chromo inh – HTS for Inhibitors of HP1-beta Chromodomain Interactions with Methylated Histone Tails; AID 540317, 2011; AlphaScreen HP1-beta / biotin-H3K9me3 peptide binding; Chromobox protein homolog 1 (Homo sapiens), P83916; Potency, µM (top dose mostly 114 µM), for the others: top-dose activity change, negative = inhibition, usual class: inhibitors; 0.56% of 390,000 active; note: potency is the fitted concentration of half-maximal effect; nearly all actives have a fitted effect of over 70% in size; inactives centre near 23
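Compound inhibition of the preformed complex between 50 nM HP1-beta and 50 nM biotinylated H3K9me3 peptide was read by AlphaScreen. Buffer was PBS pH 7.4 with 0.01% Tween-20. Incubations ran 30 min at room temperature, with 10 ug/mL donor/acceptor beads.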
Starred values were filed as active, the others as inactive; i = inactive; ? = inconclusive; / = not tested or not shown; [ ] = dose if it differs, or a comment. Unless noted, calls come from the whole dose curve; as a rule, active = well fitted curve in the direction sought with a large enough effect; inconclusive = small, poorly fitted or top-dose-only effect, or another doubt; inactive = no such curve, though single readings can be large; an effect the other way counts as inactive or inconclusive. This is a subset; count on the stated rates, not on these rows.

GLS inh | PI4K2A inh | JMJD2A Tudor | Tb PGK inh | BAZ2B inh | G9a inh | Pol eta inh | Pin1 inhibitor | canonical_smiles | HP1b chromo inh
-5% | 1 | -7% | -2% | 2% | 11%[12.7 µM] | -21% | -5% | CCCCCC(NC(=O)C1CCN(C(=O)[C@@H](NS(=O)(=O)c2ccc(C)cc2)C(C)C)CC1)C(=O)O (stereo not given in full) | 37%
3% | -9 | -19% | -6% | 4% | / | -12% | -1% | COc1ccc(C)cc1N(CC(=O)N1CCOCC1)S(C)(=O)=O | 15%
17% | 2 | -15% | i | 3% | -73% | -1% | 33%[activator] | O=C(NCCN1CCN(Cc2ccccc2)CC1)c1cc2c(=O)[nH]c3ccccc3c2s1 | 7%
4% | -1 | -18% | -6% | 3% | 1%[59 µM] | -8% | 0% | O=C1CCCCC(=O)N(c2ccccc2)c2ccccc21 | 10%
5% | -3 | -11% | 1% | 18% | 21%[0.501 µM] | 0% | -7% | CCOC(=O)C(C(=O)OCC)c1c([N+](=O)[O-])c(=O)n2c3c(cccc13)CCC2 | -11%
16% | -4 | ? | -4% | ? | -23% | -14% | 1% | COc1ccc(OC)c(NC(=O)CSc2nnc3ccc(-c4ccccn4)nn23)c1 | 11%
6% | -2 | -5% | -1% | -16% | 7%[59 µM] | ? | -2% | Cc1cccc(C)c1NC(=O)CCCN1C(=O)C(c2ccccc2)Oc2cccnc21 (stereo not given) | 64%[activator]
-6% | 4 | 2% | -2% | -21% | ? | -16% | 5% | ClCc1ncc(-c2ccc(Cl)cc2)o1 | 41%[activator]
-2% | 0 | -26% | -4% | 4% | 12%[59 µM] | -5% | ? | CCC(C)(C)NC(=O)Cn1c(=O)ccc2cc(S(=O)(=O)N3CCC(C)CC3)ccc21 | 21%[57 µM]
-1% | 0 | -20% | -1% | -39% | ? | ? | ? | COc1ccccc1Oc1nc2c(c(=O)n(C)c(=O)n2C)n1Cc1cccc(Br)c1 | 22%
11% | 5 | 13% | -2% | -16% | -13% | -20% | 3% | NS(=O)(=O)c1ccc(CCNC(=O)c2ccco2)cc1 | 20%
17% | 2 | -12% | -3% | 10% | -11%[0.0925 µM] | 3% | -2% | Cc1ccc(OCC(O)CNS(=O)(=O)c2ccccc2C(=O)O)cc1 (stereo not given) | 34%[activator]
0% | -4 | -5% | 3% | -37% | -13%[0.501 µM] | -8% | 7% | Cc1ccc(NC(=O)Nc2cccnc2)cc1NC(=O)Nc1cccnc1 | 27%
3% | 1 | -6% | 1% | / | / | -15% | -11% | CCN(C[C@H]1N[C@@](CC)(C(=O)OC)[C@H]2C(=O)N(C)C(=O)[C@@H]12)C(=O)Nc1ccc(C(F)(F)F)cc1 | 62%[activator]
-2% | 0 | -9% | -2% | -1% | 6%[59 µM] | -11% | 1% | O=C(COC(=O)C1CCC1)NCc1ccccc1 | 26%

Single records, from the list above. Screens in order: GLS inh | PI4K2A inh | JMJD2A Tudor | Tb PGK inh | BAZ2B inh | G9a inh | Pol eta inh | Pin1 inhibitor | HP1b chromo inh
`Cc1ccc(NC(=O)Nc2cccnc2)cc1NC(=O)Nc1cccnc1` is listed as 0% | -4 | -5% | 3% | -37% | -13%[0.501 µM] | -8% | 7% | 27%
`CCOC(=O)C(C(=O)OCC)c1c([N+](=O)[O-])c(=O)n2c3c(cccc13)CCC2` is listed as 5% | -3 | -11% | 1% | 18% | 21%[0.501 µM] | 0% | -7% | -11%
`COc1ccccc1Oc1nc2c(c(=O)n(C)c(=O)n2C)n1Cc1cccc(Br)c1` is listed as -1% | 0 | -20% | -1% | -39% | ? | ? | ? | 22%
`NS(=O)(=O)c1ccc(CCNC(=O)c2ccco2)cc1` is listed as 11% | 5 | 13% | -2% | -16% | -13% | -20% | 3% | 20%

Later entries:
GLS inh | PI4K2A inh | JMJD2A Tudor | Tb PGK inh | BAZ2B inh | G9a inh | Pol eta inh | Pin1 inhibitor | canonical_smiles | HP1b chromo inh
-3% | 4 | ? | -4% | / | / | -8% | -1% | CCC1CCc2c(sc(N)c2C(N)=O)C1 (stereo not given) | -17%
4% | -16 | -12% | -4% | 1% | -5% | 9% | 0% | CCC(C)(C(=O)NC1CCCC1)N(C(=O)c1ccccn1)c1ccccc1 (stereo not given) | 14%
-4% | 7 | -33% | -9% | -11% | 5% | -11% | -6% | CN(/C=C/c1c([N+](=O)[O-])c(=O)n(C)c(=O)n1C)c1ccccc1 | 8%
-21% | -2 | 4.5µM* | 3% | -37% | 10µM* | -11% | -5% | Cc1nc2c(O)cccc2cc1CO | 6%
-1% | -3 | -3% | 0% | -30% | -15% | -3% | -1% | COc1ccccc1CNC(=O)CSc1nnc2ccc(-c3cccnc3)nn12 | 32%
-6% | 1 | 10% | -10% | / | / | -9% | 4% | CC(C)c1ccc(C2OCC(C)([N+](=O)[O-])CO2)cc1 (stereo not given) | 13%[57 µM]
9% | -4 | -12% | i | 8% | -48% | -5% | 1% | O=C(c1cc2nc(-c3ccco3)cc(C(F)(F)F)n2n1)N1CCCc2ccccc21 | 21%
0% | 4 | -15% | i | 26% | / | 2% | -6% | Cc1c(C(=O)NC(C)c2ccccc2)c(-c2ccccc2)nn1-c1ccccc1 (stereo not given) | 15%
1% | -2 | -14% | -2% | / | / | -5% | -2% | CC12CCCCC1=CC(=O)CC2 (stereo not given) | 19%
-21% | -1 | -12% | 6% | -1% | -3% | -24% | 14% | O=C(COC(=O)c1cc(=O)[nH]c2ccc(Br)cc12)c1ccccc1 | 22%
-9% | 2 | 11%[57.1 µM] | 2% | 6% | 6%[59 µM] | -15% | -2% | CCSc1nc2ccccc2n1C(=O)c1ccc(S(=O)(=O)N2CCCCCC2)cc1 | 54%[activator]
13% | 3 | -4% | -4% | 1% | 22%[59 µM] | -4% | -11% | COc1ccc(/C=N/NC(=O)C2(O)c3ccccc3-c3ccccc32)cc1 | 15%
3% | -4 | -23% | -4% | -28% | -31%[59 µM] | -16% | 1% | O=[N+]([O-])c1cc(-c2nc(-c3ccco3)no2)ccc1NCc1ccccc1 | 28%
-3% | -3 | ? | -9% | -22% | -1% | -27% | 20% | Cc1ccc(NC(=O)CC(=O)Nc2ccc(C)c(C)c2)cc1C | 14%[57 µM]
-1% | -4 | -10% | 1% | 0% | -1%[12.7 µM] | -7% | -12% | COc1cccc2cc(C(C)=O)c(=O)oc12 | 35%
2% | 3 | 1% | -1% | -34% | ? | -16% | -6% | CCOC(=O)c1ccc(NC(=S)N2CCN(C(=O)C3CCCO3)CC2)cc1 (stereo not given) | 22%
-1% | -2 | -3% | i | -10% | 9% | -10% | 1% | Cc1cccc(OCC(=O)Nc2ccc(NC(=O)c3ccco3)cc2)c1 | 15%
-3% | 1 | -3% | -10% | -4% | -8%[59 µM] | -15% | -4% | O=C(Nc1cccs1)Nc1c(F)c(F)cc(F)c1F | 36%
0% | 1 | -29% | -2% | / | / | -15% | 18% | CN(C(=O)c1cccc(NC(=O)Cc2ccc(NC(=O)C3CCCN(S(=O)(=O)c4cccc([N+](=O)[O-])c4)C3)cc2)c1)C1CCCCC1 (stereo not given) | 16%
5% | -1 | -8% | 4% | -11% | / | -7% | -1% | CC(=O)Nc1ccc(NC(=O)C(=O)c2cn(CC(=O)N3CCCC3)c3ccccc23)cc1 | 10%
4% | 2 | -1% | 0% | / | / | -17% | 2% | CCOC(=O)N1CCC(NS(=O)(=O)c2cc3c(cc2Br)CCN3C(=O)CC)CC1 | 44%[activator]
7% | -1 | -26% | -1% | / | / | -15% | 38%[activator] | CN(C(=O)c1cccc(NC(=O)Cc2ccc(NC(=O)C3CCCN(C(=O)C4CCCCC4)C3)cc2)c1)C1CCCC1 (stereo not given) | 44%[activator]
-6% | 0 | 6% | -9% | -4% | 8%[0.501 µM] | -6% | 1% | Cc1ccc(OCCC(=O)OCC(=O)NC2CCCC2)cc1 | 18%
-2% | -24 | -7% | -8% | 3% | -8% | -19% | -5% | COc1ccccc1NS(=O)(=O)c1ccc(S(=O)(=O)N2CCOCC2)cc1 | 3%
0% | -2 | -9% | 0% | 3% | 15%[59 µM] | 2% | 1% | CCCCCN(C(=O)NC(=O)Nc1nncs1)S(C)(=O)=O | 22%
10% | -2 | -6% | ? | -31% | 22%[59 µM] | -12% | -14% | Cc1cc(C)nc(N2CCN(c3ccc(F)cc3)CC2)n1 | 18%
-19% | -5 | -20% | -9% | 5% | 45µM* | 5% | 3% | CCNC(=S)NNC(=O)c1cc(-c2cccnc2)nc2ccccc12 | 23%
6% | 14 | -22% | 1% | 9% | 40µM* | 2% | 7% | Cc1ccc(S(=O)(=O)CCC(=O)c2ccc(O)cc2O)cc1 | 63%[activator]
-2% | 4 | -10% | -1% | 0% | -12% | -26% | -8% | CCCNC(=O)c1ccc(C)c(NC(=O)C2=C(C)OCCS2)c1 | 75%[activator]
4% | 1 | -12% | i | -8% | ? | -21% | 0% | COc1ccc2[nH]cc(CCn3ccc(=O)c(C)c3C)c2c1 | 35%
